High-throughput results (PubChem)
IkB sig inh: inhibitors of IkB signaling in ABC-DLBCL cells. ABC-DLBCL IkBa-CBG/CBR dual luciferase ratio, 4 h; response scale: scaled: untreated 0%, proteasome inhibitor 100%. Potency, µM (titrated, usually from 57.1 µM), for the others: at the highest dose IkBa stabilization activation. 110,000 tested, 0.04% active; active means well fitted curve in the direction sought with a large enough effect in the signal ratio, not every such curve was filed as active; inconclusive means small, poorly fitted or top-dose-only effect, or a change in a side signal; the % refers to the signal ratio;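 further: the direction sought is a rising ratio; 0% = basal untreated cells and 100% = reference inhibitor full response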
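Curves were fitted separately to fusion (green), unfused (red) and ratio luminescence, then classed by r2, magnitude and activity. Cells: OCI-Ly3, 4 h compound plus doxycycline at 37C; 10 uM MG-132 defined full response.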
p53ts 39C kill: kills p53ts cells at the nonpermissive temperature | Potency, µM (top dose mostly 46.1 µM), without a hit: top-dose activity change, negative = cell killing, hits mostly cytotoxic | H1299-p53A138V viability at 39C, ATP luminescence, 24 h | 130,000 tested, 1.5% active; further: nearly all actives have a fitted effect of over 55% in size
p53ts 32C tox: cytotoxicity in p53ts cells at permissive temperature. H1299-p53A138V at 32C, ATP luminescence viability, 24 h. Potency, µM (series often up to 46.1 µM), without a hit: at the highest dose activity change, negative = cytotoxicity, usual class: cytotoxic. 130,000 tested, 0.93% active. AID 924;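 further: 0% = DMSO and -100% = full killing by reference compound; nearly all actives have a fitted effect of over 55% in size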
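Viability by ATPlite luminescence after 24 h compound treatment (up to 46 uM) at the permissive 32C. Cells are H1299 carrying p53 A138V. Scale runs from DMSO basal to 100 uM tamoxifen as full kill; AC50 from Hill fits.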
Peg3 imprint: induces erasure of genomic imprints in mouse ES cells | mouse ES Peg3-LacZ reporter, beta-gal luminescence, 40 h | Potency, µM (doses to about 60.7 µM), for the others: top-dose activity change, positive = activation, actives largely listed as activators | 110,000 tested, 0.02% active;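 further: 0% = negative control wells on the plate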
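Gelatin-coated wells received 300 freshly trypsinized female ES cells with a Peg3LacZ-Neo reporter on the maternal allele, then incubated 40 hours at 37C. BetaGlo was added for 5 minutes at room temperature before a single luminescence read.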
Starred values were filed as active, the others as inactive; ? = inconclusive; . = no result given; [ ] = remark or other dose. Unless noted, the call rests on the fitted dose curve; in most records, active means well fitted curve in the direction sought with a large enough effect; inconclusive means small, poorly fitted or top-dose-only effect, or another doubt; inactive means no such curve, though single readings can be large; an effect the other way counts as inactive or inconclusive. Unless noted, on the % scale 0 is the no-effect control and ±100 the full control effect; potency means the concentration at half of the fitted maximal effect.

The opening 2 compounds, to show the layout:
structure,IkB sig inh,p53ts 39C kill,p53ts 32C tox,Peg3 imprint
COc1cccc(OC)c1/C(O)=C(\C#N)c1nc2ccccc2[nH]1,1.1%,4.0%,4.1%,-15.3%
CCN(CC)CCNC(=O)c1ccc2c(=O)n3nc(Nc4ccccc4)sc3nc2c1,1.9%,-10.9%,-11.8%,13.6%[10.9 µM]

Results, from the start:
structure,IkB sig inh,p53ts 39C kill,p53ts 32C tox,Peg3 imprint
COc1cccc(OC)c1/C(O)=C(\C#N)c1nc2ccccc2[nH]1,1.1%,4.0%,4.1%,-15.3%
CCN(CC)CCNC(=O)c1ccc2c(=O)n3nc(Nc4ccccc4)sc3nc2c1,1.9%,-10.9%,-11.8%,13.6%[10.9 µM]
CCOC(=O)NC(=O)CSc1nc2ccc(OCC)cc2[nH]1,0.1%,-9.2%,-6.4%,-19.0%
CCS(=O)(=O)N1CCc2cc(C(=O)Nc3ccc(OC)cc3OC)ccc21,17.1%,2.7%,-2.6%,-14.7%[10.9 µM]
Cc1nc2ccc(N3C(=O)CCC3=O)cc2[nH]1,-1.8%,10.9%,-10.4%,15.5%
O=C(COc1ccc(Cl)cc1)NCC(c1ccco1)S(=O)(=O)c1ccc(Cl)cc1 (stereo unspecified),?,-2.5%,-4.0%,-6.7%[10.9 µM]
COC(=O)c1ccc(OCC(O)CN2C(=O)NC(C)(C)C2=O)cc1 (stereo unspecified),0.2%,2.7%,3.2%,-5.1%
Cc1ccc(C2c3sc(=O)[nH]c3SC3C(=O)NC(=O)C32)cc1 (stereo unspecified),3.0%,-16.4%,-9.2%,-15.2%
CCCN1Cc2cccc(C(=O)Nc3ccc(CN4CCCC4)cc3)c2C1=O,-3.1%,-4.7%,-21.7%,-8.4%
Cc1c(Cl)cccc1NC(=O)c1cc2nc(-c3ccc4c(c3)OCO4)cc(C(F)(F)F)n2n1,0.0%,-26.6%,7.8%,-10.2%[10.9 µM]
N#Cc1cc(N)c(Nc2ccccc2)cc1C#N,0.0%,-6.7%,-8.4%,-13.1%
O=C(NCC(c1ccc2c(c1)OCO2)N1CCN(c2ccccc2)CC1)C(=O)Nc1cccc(F)c1 (stereo unspecified),5.1%,-17.8%,-4.2%,-4.8%[10.9 µM]
CCCCN(CCCC)C1=C(C(=O)c2ccccc2)N(CC)S(=O)(=O)c2ccccc21,?,-0.2%,-11.4%,-9.8%[10.9 µM]
CCN(Cc1ccccc1)C(=O)C(CC(C)C)NS(=O)(=O)c1ccc2c(c1)CCN2C(C)=O (stereo unspecified),?,4.7%,4.7%,?
Cc1ccc(C)c(C(=O)NC2CC(C)(C)NC(C)(C)C2)c1,3.9%,2.9%,3.1%,-35.2%[inhibitor]
CCOC(=O)c1c(C)n(OCc2ccccc2)c2ccc3c(no[n+]3[O-])c12,0.6%,-5.3%,-13.2%,0.2%
CCn1ccnc1C(O)c1ccc(N(C)C)cc1 (stereo unspecified),-1.3%,-4.7%,-0.5%,-31.8%[inhibitor]
O=C(Cn1c(=O)nc(-c2ccccc2F)c2cc(Cl)ccc21)N1CCN(c2ccccc2F)CC1,?,-0.3%,8.4%,-9.5%[10.9 µM]
CCOc1ccc(-c2cc(OC(=O)c3ccc(OC)cc3)c3c(C)oc(C)c3c(=O)c2)cc1,0.0%,-11.9%,-10.2%,-12.5%[10.9 µM]
Cc1cc(C)c(NC(=O)c2ccc(S(=O)(=O)N(C)C)cc2)c(C)n1,0.2%,-0.7%,5.7%,-23.6%
CCOc1ccccc1NC(=O)Cn1c(=O)n(Cc2nc(C)no2)c(=O)c2ccccc21,-0.4%,38.3%[activator],4.6%,17.0%[10.9 µM]
Cc1ccc(C(=O)CSc2nnc(CNc3nc(-c4ccccc4)cs3)n2C)cc1,?,-12.5%,10.0%,-15.4%
O=C(Nc1ccc2c(c1)OCCO2)C1CCN(S(=O)(=O)c2cccs2)CC1,-0.1%,-11.5%,-17.7%,-15.4%
COc1ccc(S(=O)(=O)N2C3CCC2CC(NC(=O)C2CC2)C3)cc1 (stereo unspecified),0.2%,-1.8%,6.2%,-5.7%
O=C(CCCc1ccccc1)c1ccc2c(c1)OCCO2,.,11.2µM*,7.94µM*,.
COCCn1c(CCC(=O)Nc2cc(C)ccc2C)nc2cccnc21,1.8%,7.6%,-0.4%,?
CN1CCN(CCNC(=O)c2cc3c(=O)n(C)c4ccccc4c3n2C)CC1,4.9%,-12.2%,-2.7%,-1.2%
Cn1c(SCC(=O)c2ccc(F)cc2)nnc1-c1cnccn1,-0.3%,10.9%,-5.8%,2.3%
Cc1ccc(Cc2nc3ccccc3nc2SCC(=O)NCc2ccc(F)cc2)cc1,?,3.6%,-11.0%,-5.8%[10.9 µM]
Cc1cccc(C)c1NC(=O)Cn1cnc2c(=O)n(C)c(=O)n(C)c21,-0.7%,7.7%,0.7%,-0.5%
Cc1ccc2nc(-c3ccc(NC(=O)Cc4ccccc4)cc3)sc2c1,-0.9%,7.4%,-6.8%,-7.2%[10.9 µM]
O=C(Cn1cnc2c(nnn2Cc2ccc(F)cc2)c1=O)N1CCCc2ccccc21,-1.5%,-1.3%,-6.5%,4.5%
O=C(O)c1ccc(Cl)c(S(=O)(=O)N2CCCCCC2)c1,-0.4%,-0.1%,-0.6%,-7.2%
Cc1ccc2nc3c(cc(C#N)c(=N)n3CC3CCCO3)c(=O)n2c1 (stereo unspecified),-0.5%,-8.5%,-3.0%,2.2%
Cc1ccccc1Nc1c(-c2c(F)cccc2Cl)nc2ccc(Br)cn12,-0.3%,-10.0%,3.3%,-11.2%[10.9 µM]
COc1ccc(-n2nc(C(=O)NCc3ccco3)c3c4ccccc4n(C)c3c2=O)cc1,-0.7%,-9.9%,-16.9%,0.0%
COc1ccccc1N1CCN(CCCNC(=O)c2cnn(-c3ccccc3)c2C2CCN(C(=O)OC(C)(C)C)CC2)CC1,?,-21.1%,5.2%,-11.8%[10.9 µM]
COc1cccc(C(=O)N(Cc2ccc(N(C)C)cc2)Cc2ccco2)c1,?,-3.2%,-0.3%,9.0%[10.9 µM]
Cc1cc(Cc2cc(C)cc(C(C)(C)C)c2O)c(O)c(Cc2cc(C)cc(C(C)(C)C)c2O)c1,11.8%[11.4 µM],-5.2%[9.22 µM],21.7%[9.22 µM],-28.7%[10.9 µM]
Cc1ccc(CNC(=O)Cc2c(C(=O)O)c(C)cn2C)cc1,-0.7%,-5.6%,4.8%,-12.6%[10.9 µM]
CCCN(C(=O)c1ccccc1N)c1c(C)n(C)n(-c2ccccc2)c1=O,0.5%,9.6%,-0.6%,0.7%
Cc1ccc(NC(=O)Cc2coc3ccc(C(C)C)cc23)c(C)c1,?,-6.8%,0.1%,-3.2%[10.9 µM]
CC(C(=O)N=c1sc2ccccc2n1C)N1C(=O)C2CC=CCC2C1=O (stereo unspecified),0.3%,3.2%,12.3%,-3.2%
Cc1ccc(-c2noc(CN(C(=O)c3cccc(Br)c3)C(C)C)n2)cc1,?,-16.7%,23.8%,-28.2%
CCCn1c(=N)n(CC(O)COc2cccc(C)c2)c2ccccc21 (stereo unspecified),?,-23.3%,-14.1%,-16.6%
COc1ccc(CNC(=O)C(C)OC(=O)c2cccn2C)cc1 (stereo unspecified),0.3%,2.7%,2.5%,-12.8%
CCc1ccc(NCc2cc3cc4c(cc3n(CC(=O)Nc3ccccc3Cl)c2=O)OCO4)cc1,4.4%,-16.4%,1.9%,-2.9%[10.9 µM]
NS(=O)(=O)c1ccc(NC(=O)CSc2nnc(-c3cnccn3)n2-c2ccccc2)cc1,-2.4%,18.6%,-1.6%,1.2%
CC(=O)OC(C#CCN1CCOCC1)c1ccccc1 (stereo unspecified),-0.9%,1.5%,0.8%,-11.1%
COc1ccc(NC(=O)CSc2nc3c(c(=O)n2-c2ccc(C)cc2)SCC3)c(OC)c1,-0.4%,4.0%,4.0%,-18.3%
CC(=O)N1CCCC1c1nc2ccccc2n1Cc1ccccc1Cl (stereo unspecified),?,-2.7%,0.5%,-17.5%[10.9 µM]
Cn1c(=O)c(-c2ccccc2)nc2ccccc21,.,-5.7%,-3.3%,.
O=C(C1CC(=O)N(C2CCCC2)C1)N1CCC(Cc2ccccc2)CC1 (stereo unspecified),0.2%,-8.1%,-14.5%,-9.5%
C=CCNC(=O)C1CC=CCC1C(=O)O (stereo unspecified),-0.7%,-0.5%,14.4%,4.4%
COc1ccc(Cn2nnc3c(=O)[nH]c(C(=O)NCCc4ccc(F)cc4)nc32)cc1OC,-4.1%,-0.7%,0.8%,-10.0%
COc1cc(NC(=O)c2ccc(Br)o2)ccc1NC(=O)C(C)C,-0.4%,2.6%,6.0%,-21.6%

Next part
structure,IkB sig inh,p53ts 39C kill,p53ts 32C tox,Peg3 imprint
Cc1ccccc1NC(=O)NC1(C(=O)NCCCN2CCOCC2)CCCCC1,.,10.8%,-9.6%,.
CC(=O)OC1CC2C(C)(C)C(O)CC(O)[C@@]2(C)C2CC[C@@]3(C)C(=CC(=O)OC3c3ccoc3)[C@]12C (stereo partly specified),.,-6.6%,5.4%,-2.4%
CCCC1=Nc2cc(C(=O)NCC(C)c3ccccc3)ccc2Sc2ccccc21 (stereo unspecified),?,-21.5%,?,-4.3%[10.9 µM]
Cc1ccccc1Cn1c(Oc2ccccc2F)nc2c1c(=O)n(C)c(=O)n2C,?,-28.3%,-2.0%,-14.6%[10.9 µM]
CC(=O)Cc1nsc(NC(=O)C2Cc3ccccc3C(=O)O2)n1 (stereo unspecified),-2.2%,10.3%,2.8%,3.4%
COc1ccc(OC)c(S(=O)(=O)NCCc2sc(C)nc2C)c1,-1.2%,-16.4%,-4.4%,19.9%[10.9 µM]
COc1ccc(C2CC(=O)N(CC(=O)Nc3cc(C)ccc3C)c3ccccc3S2)cc1 (stereo unspecified),?,-2.7%,3.5%,-13.3%[10.9 µM]
O=C(O)C1C2C=CC(C2)C1C(=O)NCc1ccoc1 (stereo unspecified),-0.8%,2.4%,7.3%,1.9%
Cc1ccc(-n2c(Cc3cccn3C)nnc2SCC(=O)NC2CCCCC2)cc1,4.2%,10.6%,3.4%,-6.1%
O=C(NCc1ccco1)C(c1ccc(F)cc1)N(Cc1cccnc1)C(=O)Cn1nnc2ccccc21 (stereo unspecified),0.7%,15.1%,1.8%,-3.2%
CCOC(=O)c1c(C)[nH]c2ccc(O)cc12,-0.9%,-3.6%,-6.9%,4.5%
CN1C(=O)Cc2cc(S(=O)(=O)CCC(=O)Nc3ccccc3)ccc21,0.9%,-9.2%,5.6%,-6.5%[10.9 µM]
CCOC(=O)c1ccc(CNC(=O)C(Cc2c[nH]c3ccccc23)NC(C)=O)o1 (stereo unspecified),0.9%,4.2%,-0.3%,-9.1%
CCc1ccc(-n2c(=O)c3c4c(sc3n(Cc3ccccc3C#N)c2=O)CCCC4)cc1,-2.1%,22.8%,7.2%,?
CCN(CC)c1ccc(NC(=O)c2ccc(NC(=O)C3CCCO3)cc2)c(C)c1 (stereo unspecified),1.1%,-3.5%,-0.8%,-10.4%
CCCCNC(=O)C1CCCN1C(=O)Nc1ccccc1 (stereo unspecified),.,2.2%,?,.
Cc1cccc(-c2nc(C)c(CCNC(=O)c3cccs3)s2)c1,?,-9.6%,-0.5%,-10.7%[10.9 µM]
Cc1ccc(OCC(=O)Nc2ccc(-c3nnc(-c4ccco4)o3)cc2)cc1,-5.2%,-5.6%,0.8%,-32.5%[inhibitor]
Fc1ccc(-c2nnc3ccc(N4CCc5ccccc5C4)nn23)cc1,?,4.8%,-6.7%,-21.4%
Cc1ccc(C)c(Nc2nnc(-c3ccc(C)c(S(=O)(=O)NCC4CCCO4)c3)c3ccccc23)c1 (stereo unspecified),?,1.4%,36.6%[activator],-14.3%[10.9 µM]
O=C(Nc1ccccc1N1CCOCC1)c1ccc2ccccc2n1,-2.9%,-17.7%,-24.2%,-21.2%
O=C(c1ccco1)N1CCN(S(=O)(=O)c2cccs2)CC1,-3.2%,5.0%,-0.3%,-2.3%
CCOCCc1nnc(NC(=O)Cc2ccccc2)s1,0.0%,9.8%,-1.5%,1.9%
O=C(CSc1nnc(CNC(=O)c2cccs2)o1)NC1CCCCC1,2.8%,11.7%,-0.9%,5.6%
